From PubChem BioAssay
Cneo AK release – Cryptococcus neoformans cell lysis inducers, primary screen, AK release luminescence, single concentration | AID 651654, 2012 | lysis activity, % at 15 µM | 360,000 compounds, 0.2% hits | C. neoformans lysis, adenylate kinase release luminescence, 4 h; normalised: neutral wells 0, clomiphene wells 100;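 active means mean lysis activity across replicates of at least 80%, whatever share of replicates individually reach that level; inactive means mean lysis activity below 80%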
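Assay system: C. neoformans cells. Amount: yeast cell density of 5 × 10^6 cells/mL. Technique: AK luminescence. Buffer or medium: YPD. Times: static 4 h at 37 °C with compound, 1 h detection. Dosing: single-point compound dose. Read-out: lysis from increased AK signal.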
EWS-Fli block – EWS/Fli-driven NR0B1 reporter inhibitors, primary screen, A673 cells, NR0B1 luciferase, luminescence, MLPCN library. viability-normalised. inhibition, % at 12.6 µM. 350,000 compounds, 0.67% hits. AID 651661, 2012;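 active means mean inhibition of at least 50% after viability correction, with every replicate also passing that limit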;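 further: firefly luciferase signal divided by Alamar Blue viability fluorescence both relative to DMSO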
CASP6 VEID inh – human caspase-6 inhibitors, primary screen, biochemical, VEID-R110 fluorescence, single point, set 2. purified caspase-6, Z-VEID-R110 cleavage fluorescence. inhibition, % at 12.5 µM. 350,000 compounds, 0.53% hits. AID 686996, 2013;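 active means mean inhibition across replicates at least about 35%, with every replicate also reaching that limit, limit read from the data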;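 further: 0% = median of neutral control wells and 100% = no fluorescence left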
Target sequence (P55212 24-179 limits assumed): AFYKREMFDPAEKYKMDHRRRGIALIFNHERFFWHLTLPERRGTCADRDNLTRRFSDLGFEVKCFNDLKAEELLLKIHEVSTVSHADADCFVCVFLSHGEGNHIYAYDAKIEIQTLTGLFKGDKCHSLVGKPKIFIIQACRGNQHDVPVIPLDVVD
Target sequence (P55212 194-293 limits assumed): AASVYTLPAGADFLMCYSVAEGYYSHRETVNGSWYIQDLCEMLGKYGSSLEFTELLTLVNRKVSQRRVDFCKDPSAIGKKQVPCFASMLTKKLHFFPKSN
FN deposition inh – inhibitors of fibronectin matrix deposition, primary screen, AH1F cells, Alexa488-fibronectin fluorescence, plate reader; AH1F fibroblasts, overnight; inhibition, % at 12.6 µM; 350,000 compounds, 0.086% hits;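 active means mean inhibition across replicates of 30% or more, regardless of how many single replicates reach that level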;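 further: positive control wells lacked labelled fibronectin entirely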
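Assay system: AH1F fibroblasts / Quantity: 10000 cells per well / Medium: DMEM plus 2% serum, read in PBS / Reagent: labelled fibronectin 24 nM / Dosing: single dose, pinned / Times: 1 h cell attachment, overnight exposure to compound and label / Signal: fluorescence, ex 485 nm, em 525 nm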
miR122 inh – miR-122 Renilla sensor signal increase in Huh7, primary screen, miR-122 inhibitor project, cell-based, single point, plate reader; Huh7 miR-122 Renilla luciferase sensor, 48 h; neutral wells = 0, positive control = 100; activation (reporter increase), % at 12.5 µM; 340,000 compounds, 0.3% hits; AID 602342, 2012;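 active means mean replicate activation score at least 90 and every replicate individually at or above 90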;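 further: higher luciferase means less miR-122 activity so hits act as miR-122 inhibitors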
LGR2 antag – inhibitors of bursicon-induced LGR2 CRE-luciferase signal, primary screen, cell-based, HEK293, CRE-luciferase reporter, bursicon stimulation; bursicon-stimulated, 4 h; inhibition, % at 9.99 µM; 380,000 compounds, 0.35% hits;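 active means drop in luminescence signal, shown as inhibition above about 50% in the replicate tests, limit read from the data, passing the limit was not always enough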;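 further: agonist challenge used bursicon conditioned medium at about half maximal strength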
PGC1a acetyl inh – inhibitors of PGC1a acetylation signal, primary screen, cell-based, U2OS, AlphaScreen, inhibitor mode; AlphaScreen anti-acetyl-lysine; with virally co-expressed GCN5 acetyltransferase; inhibition, % at 15.6 µM; 350,000 compounds, 0.17% hits; AID 651687, 2012;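 active means every replicate shows inhibition of at least 40%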;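 further: 0% = neutral control wells and 100% = positive control wells; some results beyond the cut were filed as inactive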
PAX8 reporter – inhibitors of PAX8-driven TPO luciferase reporter, primary screen, RMG-I cells, single concentration. SteadyGlo, 24 h. inhibition, % at 12.6 µM. 360,000 compounds, 1.2% hits. AID 652154, 2013;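 active means mean replicate inhibition at least 60% with every replicate also reaching 60%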;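 further: luciferase light reporting Pax8 driven TPO promoter activity; plate controls were median of neutral control wells for no effect and mitoxantrone controls for full effect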
Numbers without * were called inactive; . = not tested or not shown; [ ] = dose if it differs, or a comment.

SMILES	Cneo AK release	EWS-Fli block	CASP6 VEID inh	FN deposition inh	miR122 inh	LGR2 antag	PGC1a acetyl inh	PAX8 reporter
COc1ccccc1CNC(=O)C1(C)CCCCN1C (centres undefined)	0	-1	-3	-4	4	2	-2	-21
Cc1nn(-c2ccc(C(=O)O)cc2)c(C)c1Oc1ccccc1O	1	.	.	-20	0	-3	-5	.
CC(=NNc1ccc2ccccc2n1)c1ccccn1	.	85*	-20	-8	.	104*	.	114*
COCCNC(=O)CCc1c(C)nc2c(c(C)nn2-c2ccc(C)c(C)c2)c1C	0	4	6	4	-2	-2	78*	1
C[C@@H]1CN([C@H](C)CO)C(=O)c2cc(NC(=O)CCC(F)(F)F)ccc2O[C@@H]1CN(C)C(=O)NC1CCCCC1	6	-9	1	.	-1[16.7 µM]	-8	-3	-1
COc1ccc(N(C(=O)Cc2cccs2)C(C(=O)NC2CCCCC2)c2cccn2C)cc1 (centres undefined)	-3	.	.	.	9	-1	-4	.
COc1ccc(S(=O)(=O)N[C@H]2CC[C@H](CC(=O)NCCc3ccccc3)O[C@H]2CO)cc1	0	-4	-1	2	.	11	-5	3
Cc1ccc(N(CC(=O)Nc2ccc(F)c(Cl)c2)S(=O)(=O)c2c(C)noc2C)cc1	-2	.	.	11	4	.	16	19
CO[C@H](CN(C)C(=O)c1ccc2c(c1)OCO2)[C@H](C)CN([C@H](C)CO)S(=O)(=O)c1ccc(F)cc1	7	-7	0	-1	.	1	10	.
CN(Cc1cnc2nc(N)nc(N)c2n1)c1ccc(C(=O)NC(CCC(=O)O)C(=O)O)cc1C(F)(F)F (centres undefined)	.	28	0	-7	-1	2	3	15
O=C(c1ccc2c(c1)OCO2)N1C[C@H]2[C@@H](c3ccccc31)[C@H](CO)N2C(=O)CC1CC1	52	3	0	-3	21[16.7 µM]	-17	5	-2
COc1ccc(CN(C(=O)CN2C(=O)C(C)Oc3ccccc32)C2CCCC2)c(OC)c1 (centres undefined)	-1	6	1	.	4	.	-15	.
COc1ccc(CN(C)C[C@@H]2Oc3ccc(NS(=O)(=O)c4cn(C)cn4)cc3C(=O)N([C@@H](C)CO)C[C@H]2C)cc1	-1	2	2	.	-1[16.7 µM]	-12	-6	-14
Cc1ccc(Cl)cc1NC(=O)CON=C(N)c1ccccc1	-1	-7	-1	2	-5	-6	-7	.
CCOC(=O)c1ccc(S(=O)(=O)NCCN(CC)CC)cc1	.	-13	-9	2	-1	26	9	-8

Reprinted from the part before: two compounds; new compounds follow.
SMILES	Cneo AK release	EWS-Fli block	CASP6 VEID inh	FN deposition inh	miR122 inh	LGR2 antag	PGC1a acetyl inh	PAX8 reporter
Cc1ccc(Cl)cc1NC(=O)CON=C(N)c1ccccc1	-1	-7	-1	2	-5	-6	-7	.
CCOC(=O)c1ccc(S(=O)(=O)NCCN(CC)CC)cc1	.	-13	-9	2	-1	26	9	-8
CC(C)NC(=O)N(C)C[C@H]1OCCCC[C@@H](C)Oc2ccc(N(C)C)cc2C(=O)N([C@@H](C)CO)C[C@@H]1C	1	.	9	-6	-6[16.7 µM]	-12	-5	-17
CSc1sc(C(=O)O)c2c1C(=O)CC(C)(C)C2	2	-11	2	-3	.	-5	.	3
CC(C)N1CCN(Cc2ccc(C#CCCO)cc2)CC1CCO (centres undefined)	.	-17	-7	9	.	-3	.	-1
COc1ccccc1C(=O)NCCC(=O)NCc1ccncc1	-1	2	-112	1	-1	6	-1	-4
CN(C)CCCNC(=O)[C@H]1[C@H](CO)[C@H]2Cn3c(ccc(-c4cccnc4)c3=O)[C@@H]1N2C(=O)CC1CC1	1	2	-4	-4	-8[16.7 µM]	18	.	-2
COc1cc(C(=O)N/C(=C\c2cn(C)c3ccccc23)C(=O)NCCCN2CCOCC2)cc(OC)c1OC	0	.	-1	0	-11	5	9	13
Cc1cc(NCCCN(C)C)n2c(nc3ccccc32)c1C#N	0	-10	-4	1	-2	1	-9	-4
O=c1cc(CSc2nnc(COc3cccc4ccccc34)o2)c2ccccc2[nH]1	.	21	-2	-5	.	11	3	38
CC(C)NC(=O)Nc1ccc2c(c1)CC(=O)N([C@@H](C)CO)C[C@@H](C)[C@@H](CN(C)Cc1ccc(C(=O)Nc3ccccc3N)cc1)O2	.	-86	0	.	.	-34	0	-16
Cc1cc(C(=O)CN2CCC(C)CC2)c(C)n1-c1ccccc1F	.	42	-1	3	.	.	.	-15
Cc1ccc(N2CC(C(=O)Nc3ccc4c(c3)OCCO4)CC2=O)cc1 (centres undefined)	1	3	-3	.	-8	-1	12	.
CC(C)NC(=O)NCC[C@H]1CC[C@H](NC(=O)CCN2CCCCC2)[C@H](CO)O1	1	.	-85	3	.	12	0	.
CCOc1ccc(CN2CCN(Cc3cnc(-c4ccccc4)s3)CC2CCO)cc1 (centres undefined)	-1	.	.	-2	-3	14	.	17
O=C(N[C@H]1C[C@@H]2O[C@@H](CO)CC[C@@H]2O[C@@H]1CCc1ccc(-c2ccccc2)cc1)c1cnccn1	.	13	-2	.	.	.	-2	-4
COc1ccc(C=NNC(=O)CCCC(=O)NN=Cc2ccc(OC)c(O)c2)cc1O	6	-3	-1	15	.	-10	6	-15
CC(=N\NC(=O)c1ccc([N+](=O)[O-])cc1)/C(=N/O)C(=O)Nc1ccccc1	0	7	2	0	.	21	18	.
COc1ccc(C=C(NC(=O)c2ccccc2)C(=O)O)cc1OC	.	4	-2	.	.	9	.	-18
CCCCCCCCCCCCCCCCn1cc[n+](C)c1	.	73*	-221	34*	.	.	.	99*
CN(C[C@H](Cc1ccccc1)N(C[C@@H](Cc1cccc2ccccc12)N(CCc1ccccc1)N=O)N=O)N=O	14	18	6	2	.	1	.	30
O=C(NCCc1ccccc1)C(=O)NN=C1CCCC1	-1	.	.	9	-4	.	-4	.
O=C(C[C@@H]1CC[C@@H]2[C@H](COC[C@H](O)CN2CCC(F)(F)F)O1)N1CCC(Cc2ccccc2)CC1	-2	6	1	-26	-1[16.7 µM]	5	-12	5
COc1ccc(NC(=O)N(C)C[C@@H]2Oc3c(cccc3N(C)C)C(=O)N([C@H](C)CO)C[C@@H]2C)cc1	-3	-9	-3	.	-8[16.7 µM]	0	3	8
COc1ccc(C(=O)CCC(=O)Nc2cccc(Cl)c2)cc1	3	-9	-3	-2	-7	-4	-3	0
O=C(c1ccccc1)c1ccccc1NC(=O)C1CCCN1Cc1ccccc1 (centres undefined)	.	3	3	-2	.	-2	.	7
CN1C(=O)NC(NC(=O)c2ccncc2)(C(F)(F)F)C1=O (centres undefined)	2	.	.	-5	0	.	-1	-4
COc1ccc2c3c(n(C)c2c1)[C@@H](CO)N(Cc1ccc(Cl)cc1)CC31CCN(CC2CC2)CC1	.	2	1	7	.	19	-31	.
Cc1cc(N2C(=O)C(O)=C(C(=O)c3ccco3)C2c2ccc([N+](=O)[O-])cc2)no1 (centres undefined)	0	3	9	3	-12	10	-11	8
O=C(C[C@H]1C[C@H]2c3cc(NC(=O)Cc4ccncc4)ccc3O[C@H]2[C@@H](CO)O1)NCc1ccccc1	-1	4	-2	6	1[16.7 µM]	-24	-8	30
Nc1c2c(nc3cccc(Cl)c13)N(c1ccccc1)CC2	.	-3	-1	1	.	-18	.	31
COc1ccc(OCCNc2cc(N3CCCCC3)ccc2[N+](=O)[O-])cc1	0	.	.	3	-4	.	-6	.

Filtered by structure: the compounds so far with a thiophene ring, fused or not
SMILES	Cneo AK release	EWS-Fli block	CASP6 VEID inh	FN deposition inh	miR122 inh	LGR2 antag	PGC1a acetyl inh	PAX8 reporter
COc1ccc(N(C(=O)Cc2cccs2)C(C(=O)NC2CCCCC2)c2cccn2C)cc1 (centres undefined)	-3	.	.	.	9	-1	-4	.
CSc1sc(C(=O)O)c2c1C(=O)CC(C)(C)C2	2	-11	2	-3	.	-5	.	3

More structures follow:
SMILES	Cneo AK release	EWS-Fli block	CASP6 VEID inh	FN deposition inh	miR122 inh	LGR2 antag	PGC1a acetyl inh	PAX8 reporter
NC(=O)c1oc2ccccc2c1NC(=O)CS(=O)(=O)c1ccccc1	-2	1	-1	8	0	-7	-11	3
COC(=O)c1cc(NC(=O)COC(=O)CCc2nc3ccccc3c(=O)[nH]2)cc(C(=O)OC)c1	-1	-16	-2	3	.	-8	-2	-27
COc1ccc(C2C(C#N)=C3NC(=O)c4c(sc5c4CCCCC5)N3C3=C2C(=O)CC(C)(C)C3)cc1 (centres undefined)	0	.	.	.	-4	.	-9	-1
CC[C@H](C)[C@H](NC(N)=O)C(=O)NCCc1ccc(OC)cc1	2	0	7	-3	-1	2	9	-12
Clc1ccccc1CN1CCN(/N=C/C=C/c2ccco2)CC1	.	-46	0	1	.	-50	.	-24
NC(N)=NS(=O)(=O)c1ccc(N=C2C(=O)Nc3ccccc32)cc1	1	28	9	6	.	7	.	11
COc1ccc(CN2CC3(CCN(C(=O)C4CC4)CC3)c3c(n(C)c4cc(OC)ccc34)[C@H]2CO)cc1	.	4	0	.	.	-7	.	4
CCc1ccc(NC(=O)CCC(=O)c2ccccc2)cc1	2	11	6	2	.	-39	3	5
C[C@@H]1CN([C@H](C)CO)C(=O)c2cccc(NC(=O)C3CCCCC3)c2O[C@H]1CN(C)S(C)(=O)=O	-2	-12	0	-12	11[16.7 µM]	3	.	-3
C[C@@H]1CCCCO[C@H](CN(C)S(=O)(=O)c2ccccc2)[C@@H](C)CN([C@H](C)CO)C(=O)c2cc(NC(=O)CCC(F)(F)F)ccc2O1	0	-16	2	.	2[16.7 µM]	-4	-8	-6
O=C(O)CCSc1ncnc2sc(-c3ccccc3)cc12	-1	69*	-2	3	-3	12	4	0
COCC#Cc1ccc2c(c1)O[C@H](CN(C)CC1CCOCC1)[C@H](C)CN([C@@H](C)CO)S2(=O)=O	6	-17	0	.	0[16.7 µM]	-8	9	.
O=C(CCN1C(=O)c2ccccc2S1(=O)=O)Nc1cccc(F)c1	2	-6	0	3	-3	9	.	.
CO[C@@H](CN(C)Cc1cc(F)ccc1F)[C@@H](C)CN([C@@H](C)CO)S(=O)(=O)c1ccc(C)cc1	4	8	2	-7	.	16	-5	.
C[C@@H]1CN([C@@H](C)CO)C(=O)c2cc(C#CCN(C)C)cnc2O[C@H]1CN(C)Cc1cccc(C(=O)O)c1	-1	-9	2	.	-8[16.7 µM]	6	3	.
O=[N+]([O-])c1cccc(CP(=O)(c2ccccc2)c2ccccc2)c1	1	5	-3	1	4	25	-8	9
CCCCNC(=S)NNC(=O)c1cc(-c2ccncc2)nc2ccccc12	-2	1	1	0	8	14	1	.
CC(C)n1c(=O)nc(-c2ccccc2)c2cc3c(cc21)OCO3	-3	4	1	-1	.	-25	-11	-3
CN1CCN(NC(=O)Nc2ccc(Br)cc2)CC1	6	.	-7	4	4	-9	44	-11
Cc1nc2ncnn2c(N2CCN(C(c3ccccc3)c3ccccc3)CC2)c1C	1	.	.	0	-4	.	-1	.
CCOc1ccc(N(CC(=O)Nc2ccc(CC)cc2)S(=O)(=O)c2c(C)[nH]c(=O)[nH]c2=O)cc1	-1	-11	-1	-14	-5	25	-28	23
C[C@H]1CN([C@@H](C)CO)C(=O)Cc2cc(NS(=O)(=O)c3cn(C)cn3)ccc2O[C@@H]1CN(C)C(=O)Nc1ccc2c(c1)OCO2	-3	-12	5	.	7[16.7 µM]	3	0	-11
C[C@@H]1CCCCO[C@H](CN(C)C)[C@H](C)CN([C@@H](C)CO)C(=O)c2cc(NC(=O)Nc3cccc4ccccc34)ccc2O1	-4	4	-2	.	0[16.7 µM]	-7	-4	21
